BCLXL inh: inhibitors of human Bcl-xL; Q07817; GST-Bcl-xL / FITC-Bim BH3 peptide fluorescence polarization; inhibition, % at 10.9 µM; 320,000 tested, 0.7% active; AID 2129;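 active = inhibition above the mean of all tested compounds plus 3 SD, cutoff set per campaign, cut at about 30% in these data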;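 also: 0% = DMSO wells and 100% = unlabeled Bim-BH3 peptide competitor; inhibitors lower millipolarization by displacing the labeled peptide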
Target sequence (Q07817 whole entry, looked up): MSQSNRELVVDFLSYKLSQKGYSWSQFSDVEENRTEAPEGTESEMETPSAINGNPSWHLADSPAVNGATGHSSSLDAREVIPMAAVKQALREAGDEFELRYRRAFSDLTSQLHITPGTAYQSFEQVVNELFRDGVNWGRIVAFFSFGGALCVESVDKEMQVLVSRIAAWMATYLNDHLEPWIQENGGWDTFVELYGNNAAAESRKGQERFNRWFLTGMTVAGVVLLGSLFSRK
Fam108B counter: counter-screen for RBBP9 inhibitors: inhibitors of mouse Fam108B | inhibition, % at 9.51 µM | recombinant Fam108B, FP-Rh probe fluorescence polarization | 300,000 tested, 0.33% active;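 active = inhibition above the screen mean inhibition plus 3 SD, computed separately per campaign, cut at about 18% in these data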;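 also: inhibitors lower polarization as less probe binds the enzyme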
GLD-1 RNA inh: GLD-1-TGE RNA interaction inhibition (C. elegans). Q17339. purified GLD-1 + fluorescein TGE RNA, fluorescence polarization. inhibition, % at 5.96 µM. 320,000 tested, 0.44% active. AID 2280;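 active = percent inhibition above a per-plate cutoff, the plate mean of test compounds plus 3 SD, cut at about 30% in these data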;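 also: 0% = DMSO wells with GLD-1 and probe and 100% = wells lacking GLD-1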
PAD4 FP inh: PAD4 (human) enzyme inhibition; Q9UM07; recombinant PAD4, RCA probe fluorescence polarization; inhibition, % at 6.36 µM; 330,000 tested, 0.41% active; AID 485272;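 active = percent inhibition above a cutoff equal to the mean of all tested compounds plus 3 SD, cut at about 15% in these data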;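 also: 0% = PAD4 with RCA probe and DMSO and 100% = probe without PAD4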
TPT1 inh: inhibitors of Candida albicans tRNA 2'-phosphotransferase TPT1. 300,000 tested, 0.81% active. recombinant caTPT1, FP RNA substrate dephosphorylation. inhibition, % at 5 µM;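 active = inhibition above the mean of all tested compounds plus 3 SD, set per screening campaign, cut at about 24% in these data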;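 also: plate controls were DMSO alone for no effect and ferristatin control at 100 nM for full effect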
GSTO1 counter: blocks human GSTO1 in RBBP9 counter-screen. recombinant GSTO1, activity-based probe fluorescence polarization. 300,000 tested, 1.1% active. inhibition, % at 5.96 µM. AID 1974. P78417;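 active = inhibition above the campaign mean inhibition plus 3 SD, cut at about 35% in these data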;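 also: 0% = GSTO1-1 with DMSO and 100% = wells lacking GSTO1-1 enzyme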
MCL1-BIM inh: disrupts human MCL1 binding to BIM-BH3 peptide; Q07820; 320,000 tested, 0.68% active; GST-MCL1 / FITC-Bim-BH3 fluorescence polarization; inhibition, % at 10.9 µM;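 active = inhibition above the mean inhibition of all tested compounds plus 3 SD, set per campaign, cut at about 40% in these data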;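 also: 0% = DMSO wells and 100% = unlabeled Bim-BH3 peptide control; higher means more loss of mP so more displacement of Bim peptide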
Target sequence (Q07820 whole entry, looked up): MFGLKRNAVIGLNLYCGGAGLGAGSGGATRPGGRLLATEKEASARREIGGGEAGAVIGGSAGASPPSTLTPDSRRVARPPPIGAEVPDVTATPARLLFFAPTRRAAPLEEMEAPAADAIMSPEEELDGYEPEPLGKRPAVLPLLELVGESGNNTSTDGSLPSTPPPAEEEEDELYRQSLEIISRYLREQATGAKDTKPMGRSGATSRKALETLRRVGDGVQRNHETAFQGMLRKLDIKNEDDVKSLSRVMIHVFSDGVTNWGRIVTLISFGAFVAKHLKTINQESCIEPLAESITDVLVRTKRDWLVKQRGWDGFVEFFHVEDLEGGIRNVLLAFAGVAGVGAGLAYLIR
PME-1 primary: PME-1 (human) inhibition | Q9Y570 | recombinant PME-1, FP-Rh probe fluorescence polarization | inhibition, % at 5.9 µM | 320,000 tested, 0.53% active;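 active = inhibition above the campaign mean of all compounds plus 3 SD, cut at about 26% in these data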;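 also: competitive labeling of PME-1 active site by serine hydrolase directed probe; 0% = PME-1 with DMSO and 100% = wells lacking PME-1 enzyme; inhibitors block probe labeling so polarization falls and inhibition rises; many of its hits are not listed in these tables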
MEX-5 binding: C. elegans MEX-5 TCR-2 RNA binding activity | 300,000 tested, 0.38% active | MEX-5/FITC-TCR2 RNA binding, fluorescence polarization; active compounds read low | AID 1832 | activity score (negative = inhibition of binding), % at 10 µM;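 active = inhibition past about -25% in most replicates, and total fluorescence under double the plate's negative control median, limit read from the data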;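 also: 0% = DMSO and -100% = 5 µM competing unlabeled TCR2 RNA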
Target sequence (Q9XUB2 whole entry, looked up): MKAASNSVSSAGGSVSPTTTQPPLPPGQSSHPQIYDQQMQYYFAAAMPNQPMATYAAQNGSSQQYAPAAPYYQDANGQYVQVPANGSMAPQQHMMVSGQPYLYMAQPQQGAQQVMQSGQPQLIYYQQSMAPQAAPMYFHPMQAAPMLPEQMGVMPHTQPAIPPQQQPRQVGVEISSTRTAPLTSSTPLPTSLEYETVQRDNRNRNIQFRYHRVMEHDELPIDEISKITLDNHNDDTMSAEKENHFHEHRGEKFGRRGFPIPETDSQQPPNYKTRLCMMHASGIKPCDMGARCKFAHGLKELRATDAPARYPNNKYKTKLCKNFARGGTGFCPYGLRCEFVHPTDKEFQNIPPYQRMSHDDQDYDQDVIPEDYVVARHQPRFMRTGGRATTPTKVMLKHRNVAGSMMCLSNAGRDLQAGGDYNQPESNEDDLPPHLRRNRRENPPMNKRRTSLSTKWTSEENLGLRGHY
Active calls of the source: *; . = no result given.

SMILES | BCLXL inh | Fam108B counter | GLD-1 RNA inh | PAD4 FP inh | TPT1 inh | GSTO1 counter | MCL1-BIM inh | PME-1 primary | MEX-5 binding
O=C(O)C(CO)N=Cc1c(O)c2ccccc2oc1=O (stereo not drawn) | 2 | 4 | 2 | -2 | 2 | -7 | 1 | -10 | 1.0
O=C(c1ccco1)N1CCCN(C(=O)c2ccco2)CC1 | 1 | -2 | 6 | 2 | -2 | 2 | -3 | -7 | -0.5
O=c1[nH]c(SCc2ccc([N+](=O)[O-])cc2)nc2[nH]ncc12 | 7 | 2 | 0 | -2 | -2 | -1 | 2 | -1 | 0.3
CCOc1ccc(CNc2nnnn2C)cc1OC | 4 | -1 | 11 | 1 | 0 | 6 | 4 | -5 | -5.5
Cc1ccc2ncccc2c1[N+](=O)[O-] | 4 | -2 | -2 | -2 | -2 | 1 | -2 | 1 | -0.6
Cc1cccc(NC(=O)Cn2nc(C(F)(F)F)cc2C2CC2)c1 | 1 | 1 | 5 | 2 | -4 | 7 | 2 | -1 | -0.1
Cc1cnc(NC(=O)c2ccc(OCC3CCCO3)cc2)s1 (stereo not drawn) | -4 | -1 | 3 | 1 | 3 | -2 | 7 | -1 | -2.0
O=C(CN1CCN(Cc2ccccc2F)C1=O)NCc1ccco1 | 5 | -3 | -2 | -2 | -1 | -8 | -2 | 0 | 0.2
CCCCCCCNC(=O)C1(CC2CC(c3cccc(Br)c3)=NO2)CCN(C(=O)CCCCCBr)CC1 (stereo not drawn) | 3 | 0 | 1 | -4 | 0 | 12 | 3 | -2 | 0.5
CN(C)c1ccc(C2Nc3ccccc3C(=O)N2NS(=O)(=O)c2ccccc2)cc1 (stereo not drawn) | 3 | 2 | 8 | -4 | 1 | 4 | 4 | 2 | 1.1
CCN(CC(=O)Nc1ccc2c(c1)OCCO2)C(=O)/C=C/c1ccc([N+](=O)[O-])cc1 | 1 | . | 0 | -1 | . | . | -5 | 2 | .
Cc1nc(NC(C)C(=O)O)c2nc(C)oc2n1 (stereo not drawn) | 7 | 0 | -2 | -1 | -3 | 2 | 6 | 11 | 1.1
CC1CCCCC1NC(=O)COCc1cc(-c2cccs2)on1 (stereo not drawn) | 8 | 1 | 4 | -2 | -2 | 5 | 5 | 4 | -0.4
COc1ccccc1NC(=O)c1c(N=Cc2c(O)ccc3ccccc23)cnn1C | 0 | -5 | -9 | -8 | 4 | 30 | -2 | -11 | 1.7
CCN(CC)CCn1c2c(c(SCC(=O)Nc3ccc(C)c(F)c3)nc1=O)CCC2 | 3 | -1 | -9 | 3 | -3 | -6 | -2 | 4 | -2.8
CCn1c(=O)c([N+](=O)[O-])c(NCC(O)c2ccccc2)c2ccccc21 (stereo not drawn) | -2 | 0 | 3 | 2 | 2 | -1 | -12 | -6 | 1.7
COCCN1C=C(C(=O)OC)C(c2cc(Br)c(OC)c(OC)c2)C(C(=O)OC)=C1 | 8 | 6 | 15 | 2 | -3 | -4 | 7 | 1 | 1.2
Cc1nonc1OCCN1CCN(c2ccc([N+](=O)[O-])cc2)CC1 | 2 | 7 | -5 | -3 | 2 | 8 | 1 | -1 | 2.1
O=C(COC(=O)c1ccco1)Nc1cccc(Br)c1 | 2 | 2 | -2 | -1 | -1 | 2 | 3 | -10 | 2.2
CNC(=O)CC1C(=O)N(c2ccc(F)cc2)C(=S)N1NC(=O)c1ccc(Br)cc1 (stereo not drawn) | 8 | -4 | 8 | -2 | 1 | -1 | 4 | 1 | -8.5

Compound profiles, as listed above. Order of screens: BCLXL inh | Fam108B counter | GLD-1 RNA inh | PAD4 FP inh | TPT1 inh | GSTO1 counter | MCL1-BIM inh | PME-1 primary | MEX-5 binding
Shown for CCn1c(=O)c([N+](=O)[O-])c(NCC(O)c2ccccc2)c2ccccc21 (stereo not drawn) → -2 | 0 | 3 | 2 | 2 | -1 | -12 | -6 | 1.7
Shown for CNC(=O)CC1C(=O)N(c2ccc(F)cc2)C(=S)N1NC(=O)c1ccc(Br)cc1 (stereo not drawn) → 8 | -4 | 8 | -2 | 1 | -1 | 4 | 1 | -8.5

Further entries follow:
SMILES | BCLXL inh | Fam108B counter | GLD-1 RNA inh | PAD4 FP inh | TPT1 inh | GSTO1 counter | MCL1-BIM inh | PME-1 primary | MEX-5 binding
Cc1ccnn2cc3c(=O)n(C)c(=O)n(C)c3c12 | 4 | 0 | 6 | 3 | -6 | 1 | 1 | -5 | -8.5
COc1ccc(S(=O)(=O)Nc2cccc(Cl)c2)cc1OC | 9 | -2 | 2 | -4 | 0 | 1 | 4 | 4 | 1.2
CC(=O)Nc1ccc(NC(=O)COC(=O)Cc2c[nH]c3ccccc23)cc1 | 6 | 0 | 2 | 0 | 0 | 14 | -5 | -1 | -0.9
CCc1ccc(-n2cc(-c3ccc([N+](=O)[O-])cc3)[nH]c2=S)cc1 | -15 | 0 | 5 | -1 | -2 | -3 | -39 | 9 | 0.3
Cc1cc(Cl)ccc1OCC(=O)NN1C(=O)C2C3C=CC(C3)C2C1=O (stereo not drawn) | 1 | -1 | 11 | -1 | -2 | 0 | -1 | -9 | -2.1
O=C(CN1C(=O)S/C(=C/c2ccccn2)C1=O)N1CCOCC1 | 6 | 3 | 7 | 2 | -7 | -5 | -5 | -6 | -1.7
CCOC(=O)[C@H]1[C@H]2COc3ccc(Cl)cc3[C@@H]2N2C(=O)c3ccc(Cl)cc3NC(=O)[C@@]12C | 8 | -15 | -5 | 1 | 1 | -2 | 0 | 2 | .
COc1ccc(C(=O)COC(=O)c2ccc3c(c2)OCO3)c(OC)c1 | -2 | . | 3 | 0 | . | . | -3 | -10 | .
C(=N\N1CCOCC1)/c1ccsc1 | 6 | 5 | -29 | 3 | -4 | 6 | 7 | -3 | 1.6
O=C(N/N=C/c1ccccn1)c1cccc(NC(=O)c2ccc(Cl)cc2)c1 | -7 | -10 | 7 | -5 | 3 | -9 | -2 | -9 | -0.8
O=C(/C=C/c1ccc(Br)cc1)N1CCN(Cc2ccccc2)CC1 | 1 | -4 | 4 | 0 | 9 | 6 | 3 | 6 | -0.3
CN(C)c1nc2c(c(=O)n(C)c(=O)n2C)n1CC(=O)c1cccs1 | 0 | 0 | 10 | -1 | 1 | 4 | -2 | 5 | -2.4
CCCc1cc(-c2n[nH]c(=S)n2CC)cs1 | -19 | 1 | 7 | -1 | 1 | 8 | -21 | -7 | -1.0
COC(=O)c1ccccc1S(=O)(=O)N1CCC(C(=O)OCc2cccc(OC)c2OC)CC1 | 6 | 0 | 5 | -2 | 3 | 1 | 6 | 0 | -0.8
O=C(Nc1ccc(SC(F)F)cc1)c1ccc2c(=O)n3c(nc2c1)CCC3 | 1 | . | 6 | 2 | . | . | -2 | -4 | .
CCOc1ccc2[nH]c(=O)c(CN(CCO)C(=O)c3ccc(Br)cc3)cc2c1 | 2 | 2 | -10 | 0 | 0 | -2 | 0 | 2 | 0.2
Cc1ccc(-c2nn(-c3ccccc3)cc2C(=O)N2CCN(C3CCS(=O)(=O)C3)CC2)cc1 (stereo not drawn) | -10 | . | 6 | 1 | . | . | -21 | 9 | .
COCCN1C(=O)C(CC(=O)Nc2ccc(C(=O)O)cc2)SC1=Nc1ccccc1 (stereo not drawn) | -1 | 4 | 5 | 0 | -6 | -5 | -1 | -6 | -1.3
NNC(=O)c1cc2c(N3CCC(Cc4ccccc4)CC3)ncnc2s1 | -3 | -5 | -6 | -9 | 0 | -22 | -1 | -15 | 1.5
Fc1ccc(COc2cccc3cccnc23)cc1 | 0 | -1 | 1 | -7 | 1 | -11 | 3 | -3 | 0.0
COc1ccc(C(=O)NCCCCCCNC(=O)c2ccc(OC)cc2)cc1 | 2 | 1 | -4 | 0 | 0 | -2 | 4 | -1 | -2.2
O=C(Nn1c(=O)[nH]c2ccsc2c1=O)c1ccccc1 | 4 | 0 | 0 | -3 | -3 | 1 | 10 | -2 | -1.0
C=CCNc1ncnc2c1[nH]c1ccc(Cl)cc12 | 6 | 4 | 8 | -3 | 1 | -7 | 7 | 25 | -0.6
Cc1ccc(CN2CCN(C(=O)CCN3C(=O)c4ccccc4C3=O)CC2)cc1 | 3 | 8 | -11 | 0 | -6 | 2 | 0 | 1 | 2.7
COc1cc(/C=N/NC(=O)c2ccncc2)ccc1OCC(=O)Nc1ccc(C)c(C)c1 | -3 | -6 | -3 | -5 | 4 | -2 | -11 | -12 | -1.7
Cc1cc(C)c(NC(=O)c2sc3nc4c(cc3c2N)C(=O)CC(C)(C)C4)c(C)c1 | 1 | -5 | 2 | -5 | 2 | -3 | 8 | 2 | -0.2
COc1ccc(-n2c(O)c(/C=N/Nc3nc(C)cc(C)n3)c3ccccc3c2=O)cc1OC | 8 | 6 | -4 | 0 | 2 | 4 | 4 | -2 | 0.8
CC(C)=CCN1CCN(Cc2cnc(N3CCCC3)s2)CC1CCO (stereo not drawn) | 4 | 2 | 6 | 2 | -3 | 2 | -1 | 3 | 0.2
O=C(CS(=O)(=O)c1cn(CC(=O)N2CCOCC2)c2ccccc12)NCc1ccc(F)cc1 | 1 | 2 | 2 | -3 | -6 | 5 | 0 | 4 | 1.8
CC(C)NC(=O)Cn1cc(C(=O)C(=O)N2CCOCC2)c2ccccc21 | 4 | 4 | 5 | -2 | -5 | -2 | 8 | -1 | -0.3
O=c1c(O)c(-c2cccs2)oc2ccc(Cl)cc12 | 46* | 0 | 57* | -2 | -5 | 14 | 42* | 13 | -4.9
C=CCNC(=O)NC(=O)CN1C(=O)NC(c2ccccc2)(c2ccccc2)C1=O | 0 | 2 | 9 | -3 | -1 | 8 | -1 | -1 | -0.6
COc1cc(/C=C2/SC(=O)NC2=O)ccc1OC(=O)c1ccco1 | 4 | -3 | -2 | -1 | -1 | 8 | 1 | 4 | -1.6
O=C(C/C=N/OCc1ccc(F)cc1Cl)c1cnc(-c2ccccc2)s1 | 5 | -4 | 2 | 0 | 3 | 4 | 6 | 8 | -2.0
COc1ccc(CN2C(=NC(=O)C3CCCCC3)SC3CS(=O)(=O)CC32)cc1 (stereo not drawn) | 3 | -4 | 6 | 2 | -4 | 6 | 4 | 1 | 0.1
CCCN1CCN(C(=S)Nc2ccc([N+](=O)[O-])cc2)CC1 | 3 | 4 | 2 | 4 | -1 | -2 | 11 | -7 | -0.5
NS(=O)(=O)c1ccc(NC(=O)COC(=O)COc2ccccc2)cc1 | -3 | 4 | -9 | -4 | 2 | -6 | -6 | -2 | -3.5
Cc1c(Cl)c([N+](=O)[O-])nn1CC(=O)NC12CC3CC(CC(C3)C1)C2 | 1 | -2 | 5 | -1 | -1 | 2 | 3 | 0 | 0.4
c1ccc(NNC2=NCCS2)cc1 | 7 | -5 | -1 | -2 | -4 | 4 | 10 | -3 | 2.3
O=C(NCc1ccc(F)cc1)C1(S(=O)(=O)c2ccc(Cl)cc2)CC1 | 1 | -2 | 4 | -2 | -2 | -1 | 2 | 0 | 1.9
O=C(C(=C1NCCN1)n1cncn1)c1ccccc1 | -6 | -1 | -8 | -3 | 1 | 0 | 0 | 5 | 0.3
O=c1cc2c(nn1Cc1ccc(Cl)cc1Cl)-c1ccccc1CC2 | 0 | -1 | 5 | -6 | 0 | -4 | -1 | 4 | 1.1
CC1CCN(C(=O)C2CCN(C(=O)c3ccc(C(C)(C)C)cc3)CC2)CC1 | 0 | 3 | 7 | 2 | -2 | 2 | -3 | 6 | 1.6
COc1ccc(CCN2C(=O)CC(N3CCN(S(=O)(=O)c4ccccc4)CC3)C2=O)cc1OC (stereo not drawn) | 9 | 1 | 2 | 0 | 0 | -1 | 3 | 10 | 0.7

Screening data deposited in PubChem BioAssay by several laboratories.

These rows are one share of the data, so the mix of outcomes need not match the whole.
